# Source: PubChem
# 697 NFkB inh: lowers PMA/ionomycin-induced NF-kB signal in 697 B cells. 697 B-cell NF-kB luciferase reporter, 16 h. inhibition, % at 4 µM. 0.33% of 330,000 active; in the data active = inhibition above about 35%
# CCR6 antag: blocks CCL20-driven beta-arrestin recruitment at human CCR6 | 0.49% of 340,000 active | inhibition, % at 20 µM | CHO-K1 CCR6 PathHunter beta-arrestin, luminescence, CCL20-stimulated;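 active = compounds whose inhibition of the agonist-driven luminescence signal at 20 µM reaches about 50%, limit read from the data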;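 also: cells stimulated with CCL20 at 14 nM final; plate controls were DMSO with CCL20 for no effect and DMSO without agonist for full effect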
# Target sequence (P51684 whole entry, looked up): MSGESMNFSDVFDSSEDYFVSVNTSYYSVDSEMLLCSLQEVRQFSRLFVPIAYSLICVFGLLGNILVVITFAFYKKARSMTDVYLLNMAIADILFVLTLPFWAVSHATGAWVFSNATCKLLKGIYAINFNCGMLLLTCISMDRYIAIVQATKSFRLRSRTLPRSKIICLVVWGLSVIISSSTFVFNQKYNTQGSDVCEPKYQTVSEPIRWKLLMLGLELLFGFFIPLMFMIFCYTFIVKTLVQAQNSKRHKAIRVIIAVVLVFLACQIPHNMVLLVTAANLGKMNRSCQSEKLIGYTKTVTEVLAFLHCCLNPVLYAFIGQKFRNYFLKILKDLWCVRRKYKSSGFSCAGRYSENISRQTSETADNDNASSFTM
# APJ antagonist: APJ receptor antagonism; CHO-K1 APJ beta-arrestin complementation, luminescence; 0.32% of 330,000 active; inhibition, % at 20 µM;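 active = inhibition above about 40% at 20 µM, limit read from the data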;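 also: cells challenged with 10 nM apelin-13 agonist together with compound; plate controls were apelin-13 plus DMSO wells for no effect and DMSO wells lacking apelin-13 for full effect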
# Target sequence (P35414 whole entry, looked up): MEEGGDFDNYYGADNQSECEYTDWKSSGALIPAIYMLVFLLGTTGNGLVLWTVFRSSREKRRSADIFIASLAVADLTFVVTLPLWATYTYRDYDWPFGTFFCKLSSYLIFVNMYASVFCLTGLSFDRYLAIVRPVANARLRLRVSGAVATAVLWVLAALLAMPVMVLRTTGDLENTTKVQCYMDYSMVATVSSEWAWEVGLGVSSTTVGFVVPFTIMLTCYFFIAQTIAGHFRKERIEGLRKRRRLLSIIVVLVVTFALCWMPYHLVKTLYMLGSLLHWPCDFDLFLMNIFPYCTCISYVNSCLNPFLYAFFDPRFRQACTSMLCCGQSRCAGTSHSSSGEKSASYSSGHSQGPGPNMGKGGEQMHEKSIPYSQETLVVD
# Jurkat NFkB inh: inhibitors of the PMA/ionomycin-induced NF-kB reporter in Jurkat cells. 0.53% of 330,000 active. inhibition, % at 4 µM. PMA/ionomycin-induced NF-kB luciferase reporter, luminescence. AID 435003; in the data active = inhibition above about 50%
# Gli-Sufu block: antagonists of Gli-Sufu signaling | Sufu-KO-LIGHT fibroblasts, Gli luciferase reporter luminescence | inhibition, % at 5 µM | 0.74% of 340,000 active;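 active = inhibition above about 55%, limit read from the data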;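 also: 0% = DMSO-treated cells and 100% = wells with medium but no cells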
# CXCR6 inh: CXCR6 (human) receptor inhibition; CHO-K1 PathHunter CXCR6 beta-arrestin, luminescence; AID 602244; 0.36% of 360,000 active; O00574; inhibition, % at 20 µM; in the data active = inhibition above about 34%, passing the limit was not always enough;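 also: antagonist mode with CXCL16 agonist at 10 nM final; 0% = 10 nM CXCL16 with DMSO and 100% = unstimulated wells without agonist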
# EBI2 antag: EBI2 (human) antagonism; P32249; AID 651636; EBI2 beta-arrestin recruitment, luminescence, 7a,25-OHC stimulated; inhibition, % at 5 µM; 0.81% of 360,000 active; in the data active = inhibition above about 38%;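 also: enzyme fragment complementation signal reports receptor beta-arrestin coupling in cells; 0% = agonist plus DMSO wells and 100% = wells without agonist; some results beyond the cut were filed as inactive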
# UBC13 inh: blocks human UBC13 polyubiquitin chain formation; P61088; TR-FRET; inhibition, % at 20 µM; 0.47% of 330,000 active; AID 485273; in the data active = inhibition above about 45%, passing the limit was not always enough
# Target sequence (P61088 whole entry, looked up): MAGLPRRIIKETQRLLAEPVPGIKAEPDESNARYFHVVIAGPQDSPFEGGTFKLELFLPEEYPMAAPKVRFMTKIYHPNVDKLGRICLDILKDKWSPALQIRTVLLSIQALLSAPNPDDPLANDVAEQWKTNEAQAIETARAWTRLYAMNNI
# Numbers without * were called inactive; nt = not tested or not shown.
# Letter code – A = 697 NFkB inh; B = CCR6 antag; C = APJ antagonist; D = Jurkat NFkB inh; E = Gli-Sufu block; F = CXCR6 inh; G = EBI2 antag; H = UBC13 inh
CC(C)c1cc(=O)n2[nH]c(SCc3ccc(Cl)cc3)nc2n1
  A: 19; B: 5; C: 5; D: 4; E: 4; F: 7; G: -11; H: 0
COc1ccc(/C=C2\SC(=S)N(CCCC(=O)NNC(=O)c3ccccc3O)C2=O)cc1
  A: 74*; B: 45; C: 10; D: 4; E: 26; F: 7; G: -13; H: -18
COc1ccc(Cn2c(O)c(C=Nc3ccccc3C(=O)O)c3ccccc3c2=O)cc1
  A: 23; B: -3; C: 14; D: 5; E: 1; F: 1; G: -41; H: 0
CCCc1ccc(C(=O)NNc2ccccc2F)cc1
  A: -6; B: 9; C: 7; D: 6; E: -25; F: 6; G: 1; H: 6
Cc1ccc(-c2nnn(CC(=O)NCCc3ccc4c(c3)OCO4)n2)o1
  A: -10; B: -3; C: 10; D: 4; E: -8; F: 1; G: -2; H: 3
COc1ccc(S(=O)(=O)NC(C)C(=O)O)cc1 (stereo unspecified)
  A: -28; B: 8; C: -11; D: -17; E: 5; F: -2; G: -2; H: -3
CN(C)/C=C/C(=O)c1cccc([N+](=O)[O-])c1
  A: 7; B: -1; C: 17; D: 3; E: -3; F: 2; G: 7; H: -3
Cc1ccc(OC(=O)CCC(=O)NC(C)c2ccccc2)cc1 (stereo unspecified)
  A: -10; B: 1; C: 2; D: 2; E: -6; F: 3; G: -19; H: -17
N=C1c2ccccc2CN1c1ccc(S(=O)(=O)N2CCCCC2)cc1
  A: -19; B: -9; C: 10; D: -9; E: 4; F: -4; G: 17; H: -4
Cc1ccsc1S(=O)(=O)N1CCC(CO)(CC2CCCCO2)CC1 (stereo unspecified)
  A: 9; B: 7; C: -2; D: 7; E: 5; F: -2; G: -15; H: 9
CN(CC(=O)Nc1ccc(S(=O)(=O)N2CCCC2)cc1)Cc1cccc(Cl)c1Cl
  A: -5; B: -4; C: -11; D: 0; E: 4; F: -5; G: 5; H: 10
CC(=O)Nc1ccccc1C(=O)C(=O)NCCc1ccccc1
  A: 7; B: 7; C: -32; D: -2; E: -2; F: 7; G: 4; H: -5
Cc1ccc(CNC(=O)C2c3ccccc3C(=O)N(C)C2c2c[nH]c3ccccc23)o1 (stereo unspecified)
  A: -6; B: -8; C: -1; D: -1; E: 1; F: nt; G: nt; H: 5
COc1ccccc1N1CCN(CCCNc2c(C)c(=O)n(C)c(=O)n2C)CC1
  A: 26; B: -8; C: -8; D: -1; E: -6; F: -6; G: 5; H: 1
Cc1ccc(NC(=O)CN2C(=O)S/C(=C/c3ccncc3)C2=O)cc1
  A: 11; B: 2; C: -47; D: 14; E: 14; F: -4; G: -1; H: -10
COc1cc(C2NC(=O)NC(C)=C2C(=O)Nc2cccc(C)c2C)cc(OC)c1OC (stereo unspecified)
  A: 7; B: 5; C: 8; D: -6; E: 8; F: 2; G: -14; H: -14
COC(=O)CC1=NN(c2ccccc2)C(=O)C1
  A: 4; B: 2; C: 15; D: -5; E: 2; F: 1; G: -3; H: -10
CCC(C)n1c(SCc2ccc([N+](=O)[O-])cc2)nc2ccsc2c1=O (stereo unspecified)
  A: -18; B: 23; C: -8; D: 7; E: 18; F: 19; G: -15; H: -8
O=C(CSc1nnc(Cc2cccs2)n1-c1ccccc1)NC1CCCCC1
  A: -16; B: 1; C: -1; D: -11; E: -3; F: 8; G: 11; H: 3
COc1cccc(NC(=O)CSc2nncn2N)c1
  A: 4; B: -20; C: -14; D: 2; E: 2; F: 14; G: 4; H: 1
CN(C)S(=O)(=O)Nc1cccc(NC(=O)CC23CC4CC(CC(C4)C2)C3)c1
  A: -4; B: 9; C: -12; D: -4; E: 14; F: 2; G: 7; H: -4
Fc1ccc(C2CC(c3cccs3)=NN2C(=S)Nc2ccccc2)cc1 (stereo unspecified)
  A: -15; B: -6; C: -22; D: -11; E: -9; F: 1; G: 9; H: 15
Cc1ccc(NC(=O)COC(=O)C2=NN(c3ccccc3)C(=O)CC2)c(Br)c1
  A: 0; B: -1; C: 18; D: 23; E: 3; F: 5; G: -7; H: 8
CN(C)CCCN(C(=O)c1ccco1)c1nc2ccc(Br)cc2s1
  A: -5; B: 27; C: 15; D: 0; E: 11; F: -1; G: -5; H: 8
CCOC(=O)Cn1c(N)c(C(=O)OC)sc1=S
  A: 14; B: 5; C: 25; D: -12; E: 1; F: -3; G: -2; H: -14
COc1cc(S(=O)(=O)NCCOC23CC4CC(CC(C4)C2)C3)c(OC)cc1Cl
  A: -34; B: 14; C: 13; D: 9; E: -2; F: -5; G: 17; H: -12
NC(=O)CSc1nc2ccc([N+](=O)[O-])cc2[nH]1
  A: 26; B: 18; C: 5; D: -4; E: 3; F: 7; G: -5; H: 5
NC(=O)C1CCN(C(=O)c2ccc([N+](=O)[O-])cc2NC(=O)c2cccs2)CC1
  A: 0; B: -3; C: -13; D: 7; E: -6; F: -4; G: 0; H: -5
O=C(NCc1ccc(Cl)cc1)C1CCN(S(=O)(=O)c2ccccc2)CC1
  A: 15; B: -3; C: -14; D: -14; E: 3; F: -1; G: 65*; H: -2
Cc1ccc(CSc2nnc(-c3ccccn3)n2N)cc1
  A: 10; B: 2; C: 7; D: -23; E: -20; F: 0; G: -11; H: 4
CCN1C(=O)C(O)(CC(=O)c2ccc3c(c2)OCCO3)c2ccccc21 (stereo unspecified)
  A: 17; B: -2; C: 4; D: 6; E: 3; F: -4; G: -1; H: -15
Cc1cc(C(=O)OCC(=O)NNC(=O)c2cccs2)ccc1[N+](=O)[O-]
  A: 14; B: 7; C: 10; D: 15; E: 0; F: -10; G: -2; H: -3
Cc1ccc(C)c(NC(=O)Cn2nc([N+](=O)[O-])c(Br)c2C)c1
  A: -6; B: 17; C: 17; D: 3; E: 2; F: 2; G: 3; H: -3
CC(C)Cc1nn2c(N)c(/C=C3\C=Nc4ccccc43)c(=O)nc2s1
  A: -17; B: 13; C: -1; D: -7; E: 0; F: 6; G: 4; H: -8
COc1ccc(NC2CCCN(C(=O)CCc3scnc3C)C2)cc1 (stereo unspecified)
  A: 2; B: 0; C: 11; D: 12; E: -3; F: 9; G: 4; H: -4
CCCCCCNC(=O)c1cc(-c2ccco2)nc2ccccc12
  A: -1; B: 28; C: 13; D: 16; E: -17; F: 4; G: 7; H: 11
CCCNS(=O)(=O)c1cccc(C(=O)NNC(=O)c2cc(C)oc2C)c1
  A: 5; B: -8; C: 6; D: 9; E: 1; F: -7; G: 2; H: 0
Cc1ccc(-c2ccc(=O)n(CCC(=O)NCc3ccccn3)n2)cc1
  A: 6; B: -14; C: -22; D: 9; E: 3; F: -3; G: -4; H: 1
N#CC(=C=[N-])c1nc2ccccc2nc1-[n+]1cccc(NC(=O)c2ccc(F)cc2)c1
  A: -5; B: nt; C: 22; D: 0; E: nt; F: nt; G: nt; H: -57
Cc1c(OCC(=O)NCCCN2CCOCC2)ccc2c(-c3ccccc3)cc(=O)oc12
  A: -17; B: 13; C: 15; D: -4; E: 13; F: 5; G: 2; H: -1
COc1ccccc1C(=O)NCC(=O)N/N=C(\C)Cc1ccccc1
  A: 14; B: 22; C: 13; D: 21; E: -4; F: 1; G: 0; H: 1
Cc1onc(-c2ccccc2)c1-c1csc(COc2ccccc2)n1
  A: 15; B: 17; C: 20; D: 10; E: 4; F: 9; G: 4; H: 4
CCC(C)C(=O)Nc1nnc(SCC(=O)Nc2ccc(F)cc2)s1 (stereo unspecified)
  A: 19; B: 9; C: -36; D: -15; E: 1; F: 0; G: 8; H: -3
Cc1cccc(N2C(=O)CC(N3CCC(c4nc5ccccc5[nH]4)CC3)C2=O)c1 (stereo unspecified)
  A: 18; B: 7; C: 3; D: 9; E: -29; F: -6; G: 0; H: 1
Nc1nc(-c2ccccc2)nn1S(=O)(=O)c1ccccc1
  A: 10; B: 7; C: -8; D: 8; E: -5; F: 1; G: -4; H: 11
FC(F)(F)c1cnc(COc2cc(Cl)cc(Cl)c2)c(Cl)c1
  A: -1; B: 7; C: 12; D: 3; E: 7; F: -4; G: 12; H: 2
Cc1ccccc1OCC(=O)NCC(=O)N/N=C/c1cccc([N+](=O)[O-])c1
  A: 11; B: nt; C: -25; D: -4; E: nt; F: nt; G: nt; H: -10
CCN(CC)C(=O)c1ccc(CS(=O)(=O)Cc2ccccc2)cc1
  A: -9; B: 8; C: 9; D: 2; E: 5; F: 1; G: -3; H: -5
CC(NS(=O)(=O)c1ccc(Cl)cc1)C(=O)OCC(=O)Nc1ccc(N(C)C)cc1 (stereo unspecified)
  A: 11; B: -15; C: -56; D: 14; E: -1; F: -24; G: 0; H: -1
CCCn1c2ccccc2c2cnn(CC(=O)NCCCN3C(C)CCCC3C)c(=O)c21 (stereo unspecified)
  A: -30; B: 15; C: 8; D: -13; E: 14; F: 2; G: -3; H: 14

# Further compounds
# Below each compound – 697 NFkB inh	CCR6 antag	APJ antagonist	Jurkat NFkB inh	Gli-Sufu block	CXCR6 inh	EBI2 antag	UBC13 inh
- CC(/C=N/NC(=O)CSc1nnc(SCc2ccccc2)s1)=C\c1ccco1
→ -8	-2	-20	6	-3	3	42	-2
- O=C(NCc1ccc(Cl)cc1)C1C2C=CC3(CN(Cc4cccnc4)C(=O)C13)O2 (stereo unspecified)
→ 16	-9	25	8	4	-2	2	-3
- O=C(c1ccc2c3c(cccc13)CC2)N1CCOCC1
→ 3	8	23	-3	2	4	-15	6
- COc1ccc(S(=O)(=O)N2CCC(NC(=O)c3cccnc3)CC2)cc1
→ -4	11	10	5	-3	-6	6	-1
- COc1cc(C(=O)OCC(=O)N2CCCCC2C)ccc1OCc1c(C)noc1C (stereo unspecified)
→ 20	14	0	5	-16	6	3	-2
- O=C(Nc1ccc(C(=O)O)cc1)/C(=C\c1ccc2c(c1)OCO2)NC(=O)c1ccc(Br)o1
→ 4	5	12	2	-12	0	-17	-7
- O=C(c1ccc(S(=O)(=O)N2CCCC2)cc1)N(c1ccc(F)cc1)C1C=CS(=O)(=O)C1 (stereo unspecified)
→ -4	5	-10	3	-8	5	14	-13
- CC(=O)Nc1ccc(C(=O)Nc2ccc(S(=O)(=O)Nc3nccc(C)n3)cc2)cc1
→ -4	11	4	-16	2	3	1	0
- O=C(CCc1ccccc1)N=C1SC2CS(=O)(=O)CC2N1Cc1ccccc1 (stereo unspecified)
→ -31	7	-5	6	-5	2	8	-9
- CC(=O)Nc1ccc(NC(=O)CSc2ncnc3c2cnn3Cc2ccccc2)cc1
→ 16	14	-7	-24	-5	-10	-1	-3
- N/C(=N\c1nc2c(c(=O)[nH]1)CCCC2)Nc1ccc(Oc2ccccc2)cc1
→ -24	-7	-1	8	5	-13	-4	-10
- COc1cccc(CC(=O)Nc2nccs2)c1
→ 3	0	-11	-9	0	-4	-6	-4
- O=C(COC(=O)c1ccccc1O)NC1CCCc2ccccc21 (stereo unspecified)
→ 14	4	3	-24	7	1	-6	7
- CC12CCC3C(CCC4CC(O)CCC43C)C1CC(O)C2 (stereo unspecified)
→ nt	6	nt	nt	11	2	9	nt
- CC(CCc1ccccc1)NC(=O)CSc1nc(N)cc(N)n1 (stereo unspecified)
→ -12	14	7	5	13	-1	10	6
- CC(C)Cc1cc(C(=O)N2CCCC(CO)(Cc3ccc(F)cc3)C2)no1 (stereo unspecified)
→ -11	17	-20	-9	-7	-11	-5	0

# Seven of the compounds above, as tab-separated lines:
compound	697 NFkB inh	CCR6 antag	APJ antagonist	Jurkat NFkB inh	Gli-Sufu block	CXCR6 inh	EBI2 antag	UBC13 inh
O=C(COC(=O)c1ccccc1O)NC1CCCc2ccccc21 (stereo unspecified)	14	4	3	-24	7	1	-6	7
O=C(CCc1ccccc1)N=C1SC2CS(=O)(=O)CC2N1Cc1ccccc1 (stereo unspecified)	-31	7	-5	6	-5	2	8	-9
O=C(c1ccc(S(=O)(=O)N2CCCC2)cc1)N(c1ccc(F)cc1)C1C=CS(=O)(=O)C1 (stereo unspecified)	-4	5	-10	3	-8	5	14	-13
O=C(c1ccc2c3c(cccc13)CC2)N1CCOCC1	3	8	23	-3	2	4	-15	6
O=C(NCc1ccc(Cl)cc1)C1C2C=CC3(CN(Cc4cccnc4)C(=O)C13)O2 (stereo unspecified)	16	-9	25	8	4	-2	2	-3
COc1cc(C(=O)OCC(=O)N2CCCCC2C)ccc1OCc1c(C)noc1C (stereo unspecified)	20	14	0	5	-16	6	3	-2
CC(=O)Nc1ccc(NC(=O)CSc2ncnc3c2cnn3Cc2ccccc2)cc1	16	14	-7	-24	-5	-10	-1	-3
